Source: PubChem BioAssay (National Center for Advancing Translational Sciences (NCATS))
BAZ2B block: inhibitors of human BAZ2B bromodomain. Q9UIF8. AlphaScreen BAZ2B-H3K14Ac peptide displacement. Potency, µM (titrated, usually from 114 µM), inactives show at the highest dose activity change, negative = inhibition, actives largely listed as inhibitors. 4.4% of 360,000 active; further: on the % scale 0 is the no-effect control and ±100 the full control effect; nearly all actives have a fitted effect of over 60% in size
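Complex of BAZ2B and biotin-H3K14Ac (50 nM apiece) forms over 30 min at RT, then faces library compounds up to 110 uM for another 30 min; AlphaScreen beads added, 20 min dark incubation, luminescence read.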
Pol kappa inh: inhibitors of human DNA polymerase kappa | Q9UBT6 | purified Pol kappa, fluorescent DNA synthesis assay, 10 min | Potency, µM (highest dose often 107 µM), for inactives: at the highest dose activity, negative = inhibition, actives largely listed as inhibitors | 0.53% of 400,000 active | AID 588579; further: on the % scale 0 is the no-effect control and ±100 the full control effect
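10 nM Pol kappa was preincubated with compounds for 15 min at room temperature. Reaction started with 50 nM (final) substrate. Fluorescence read kinetically at 0 and 10 min.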
Pol iota inh: DNA polymerase iota (human) inhibition. Potency, µM (highest dose often 115 µM), without a hit: top-dose activity, negative = inhibition, actives largely listed as inhibitors. Q9UNA4. AID 588590. Pol iota fluorescent replication assay, 10 min. 1% of 390,000 active
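Fluorescent replication assay read twice, at 0 min and 10 min after adding 50 nM (final) substrate. Enzyme (10 nM) and compounds were first incubated 15 min at room temperature; enzyme-free buffer wells were negative controls.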
Pol beta inh: DNA polymerase beta (human) inhibition; Pol beta primer extension/strand displacement, fluorescence kinetic; Potency, µM (doses to about 114 µM), inactives show at the top dose activity change, negative = inhibition, most hits filed as inhibitors; 1.3% of 340,000 active; P06746; further: on the % scale 0 is the no-effect control and ±100 the full control effect
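Preincubation: enzyme (10 nM) with compound, 15 min, RT. Reaction: substrate added to 50 nM final. Reads: 0 and 10 min. Analysis: normalized, Hill fit.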
APEX1 inh: blocks human APE1 abasic DNA cleavage; recombinant APE1, TAMRA/BHQ-2 abasic DNA cleavage fluorescence; Potency, µM (doses to about 65.8 µM), without a hit: at the highest dose activity change, negative = inhibition, hits mostly inhibitors; 0.35% of 350,000 active; AID 2517;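 further: plate controls were vehicle for no effect and reference inhibitor for full effect; nearly all actives have a fitted effect of over 55% in size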
Target sequence (P27695 whole entry, looked up): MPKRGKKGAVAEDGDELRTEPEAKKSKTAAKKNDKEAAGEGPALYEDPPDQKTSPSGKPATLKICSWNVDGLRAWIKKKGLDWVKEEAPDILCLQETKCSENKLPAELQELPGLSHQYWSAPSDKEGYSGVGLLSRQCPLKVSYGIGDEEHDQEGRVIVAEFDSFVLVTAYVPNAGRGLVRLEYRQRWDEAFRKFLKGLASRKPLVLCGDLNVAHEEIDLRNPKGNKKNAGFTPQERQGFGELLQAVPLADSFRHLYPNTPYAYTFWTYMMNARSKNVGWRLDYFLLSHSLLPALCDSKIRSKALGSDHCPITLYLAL
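Measures dequenching upon AP-site incision of a 5'-TAMRA/3'-BHQ-2 THF-containing duplex, 50 nM; human APE1 0.75 nM after 15 min room-temperature exposure to compound; kinetic three-point read at one-minute spacing.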
G9a inh: G9a (human) methyltransferase inhibition; Potency, µM (highest dose often 102 µM), inactives show at the highest dose activity, negative = inhibition, usual class: inhibitors; Q96KQ7; G9a H3K9 monomethylation, AlphaScreen, 2 h; 8.8% of 350,000 active; further: on the % scale 0 is the no-effect control and ±100 the full control effect; nearly all actives have a fitted effect of over 75% in size
Target sequence (Q96KQ7 913-1193 limits assumed): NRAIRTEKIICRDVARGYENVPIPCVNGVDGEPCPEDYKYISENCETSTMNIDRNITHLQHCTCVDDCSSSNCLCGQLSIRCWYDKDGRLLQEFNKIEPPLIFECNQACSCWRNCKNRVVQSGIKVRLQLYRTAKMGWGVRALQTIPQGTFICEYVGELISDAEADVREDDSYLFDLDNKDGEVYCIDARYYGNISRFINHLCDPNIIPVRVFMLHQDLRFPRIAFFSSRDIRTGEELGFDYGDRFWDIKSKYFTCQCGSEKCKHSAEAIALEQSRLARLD
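Readings reflect AlphaScreen signal from monomethyl-H3K9 antibody detection. HMT at 20 nM; substrate b-H3K9 500 nM; cofactor SAM 20 uM; 2 h RT reaction; compounds tested as titrations in qHTS with 15 min preincubation.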
POLH inh: blocks human DNA polymerase eta activity; Q9Y253; recombinant Pol eta, fluorescent DNA replication assay; Potency, µM (top dose mostly 114 µM), inactives show top-dose activity change, negative = inhibition, hits mostly inhibitors; 1.2% of 390,000 active; AID 588591; further: on the % scale 0 is the no-effect control and ±100 the full control effect
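Pol eta (10 nM) was preincubated with compounds for 15 min at room temperature, after which fluorescent replication substrate (50 nM final) was added to start the reaction. Fluorescence was read kinetically at 0 and 10 min.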
BLM inh: Bloom syndrome helicase (human) inhibition; P54132; recombinant BLM DNA unwinding, fluorescence dequenching; Potency, µM (doses to about 56.1 µM), for the others: at the top dose activity change, negative = inhibition, usual class: inhibitors; 0.2% of 350,000 active;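 further: plate controls were vehicle for no effect and no enzyme for full effect; nearly all actives have a fitted effect of over 35% in size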
JMJD2A Tudor: JMJD2A Tudor domain (human) inhibition. O75164. 4.4% of 390,000 active. Potency, µM (doses to about 114 µM), without a hit: top-dose activity change, negative = inhibition, usual class: inhibitors. AlphaScreen JMJD2A-Tudor / H3K4me3 peptide binding; further: on the % scale 0 is the no-effect control and ±100 the full control effect; nearly all actives have a fitted effect of over 50% in size
* marks the source's active call; other numbers are inactive results; u = inconclusive; x = no result given; & = joins results of further samples; [ ] = another dose, or the depositor's remark. The call rests on the fitted dose curve; in most records, active means well fitted curve in the direction sought with a large enough effect; inconclusive means small, poorly fitted or top-dose-only effect, or another doubt; inactive means no such curve, though single readings can be large; an effect the other way counts as inactive or inconclusive. Potency means the concentration at half of the fitted maximal effect.

SMILES | BAZ2B block | Pol kappa inh | Pol iota inh | Pol beta inh | APEX1 inh | G9a inh | POLH inh | BLM inh | JMJD2A Tudor
Cc1ncsc1CCOC(=O)C12CC3CC(CC(C3)C1)C2 | 1% | -5% | -10% | 18% | -3% | 25%[59 µM] | -8% | 0% | -5%[57.1 µM]
CCOC(=O)N1CCC(Nc2c(-c3ccc(C)cc3)c(=O)c2=O)CC1 | 3% | -2% | u | 11% | 3% | u | -5% | 5% | -6%
CC1CCCCN1S(=O)(=O)c1ccc(C(=O)Nc2nnc(-c3ccncc3)o2)cc1 (stereo unspecified) | x | -7% | 34%[activator] | 2% | -3% | -7% | -7% | -8% | u
O=C(NC(=S)NNS(=O)(=O)c1ccccc1)c1cccnc1 | 11% | -16% | -7% | 21% | -7% | u | 8% | -3% | -10%
CC1=C(C(=O)OCC2CCCO2)C(c2ccncc2)C2=C(CCCC2=O)N1 (stereo unspecified) | 0% | -6% | 10% | 59% | 1% | 2% | -4% | 4% | 1%
O=C(CSc1nc2ccccc2[nH]1)N1CCN(c2ccccc2)CC1 | -11% | -1% | 6% | 37% | 15% | u | -19% | -5% | -4%
CCOC(=O)c1cc(-c2ccc(/C=C3/C(=O)NC(=O)C(C#N)=C3C)o2)ccc1Cl | 50µM* | u | u | 35µM* | u | 35µM* | 28µM* | -21% | 56µM*
CCOC(=O)N1CCC(NC(=O)C2CCCN2C(=O)OCc2ccccc2)CC1 (stereo unspecified) | 3% | -6% | 5% | -12% | 1% | 11%[59 µM] | -7% | 0% | -4%
Fc1ccc(NC(=S)Nc2cc(-c3ccccc3)[nH]n2)cc1Cl | u | -2% | 69%[activator] | -16% | -3% | -44% | -27% | -14% | -23%
N#C/C(=C/c1cccc(O)c1)C(=O)NCc1ccc(Cl)cc1 | -19% | -5% | 5% | -7% | 0% | 1% | -6% | -12% | -22%
Cc1csc2c(N(C)CCO)ncnc12 | 18% | 1% | 177%[activator] | 10% | 1% | 43%[activator] | -12% | -1% | 2%
O=[N+]([O-])CC(c1ccc(F)cc1)c1c[nH]c2ccccc12 (stereo unspecified) | -4% | -12%[60.1 µM] | -1% | u | 44% | 2% | -17% | -13% | -19%
CC(O)CNc1nc2ccccc2n1CC(=O)N1CCN(Cc2ccccc2)CC1 (stereo unspecified) | x | -6% | -5% | 3% | 3% | 24% | -15% | 1% | -3%
CC(=O)Nc1ccc(OCc2ccc(S(=O)(=O)Cc3ccccc3)cc2)cc1 | 0% | 0% | 18% | 15% | 8% | x | -6% | -10% | 0%
COC(=O)Cc1ccc(OC(=O)C2CCN(S(=O)(=O)c3ccc(OC)c(OC)c3)CC2)cc1 | 3% | -2% | 13% | x | -15% | 14%[12.7 µM] | -26% | x | -1%
Cc1ccc(CNC(=O)COC(=O)[C@@H]2CC(O)CN2S(=O)(=O)c2ccc3c(c2)OCCO3)cc1 (stereo partly specified) | -5% | -12% | 9% | 6% | 2% | 15% | -9% | 0% | 9%[57.1 µM]
CCCc1c(C(=O)N/N=C/c2cccnc2)nnn1-c1nonc1N | u | -10% | -4% | 29% | -1% | x | 10% | -1% | -29%
COc1ccc2nc(NC(=O)c3cccc(-c4cc5ccccc5oc4=O)c3)sc2c1 | -11% | 3% | -14% | u | 1% | u | u | -29% | u
CCCCNc1c(C(=O)OCC)c(=O)[nH]c2ccccc12 | 12% | -3% | 7% | 19% | 12% | 4%[59 µM] | 3% | -5% | -3%
O=c1c(N2CCc3ccccc3C2)csc2ccc(Br)cc12 | 1% | -5%[60.1 µM] | 15% | -11% | x | -33%[59 µM] | -7% | 6% | -5%
CC(C)C1=CC(=NS(=O)(=O)c2cccc([N+](=O)[O-])c2)C=C(C(C)C)C1=O | 7% | 0% | 3% | -1% | -3% | -2%[59 µM] | -15% | 1% | -21%
Cc1c(C(=O)N(C)c2ccccc2Cl)cnn1-c1ccccc1 | -9% | 2% | 3% | 14% | 5% | x | -2% | 1% | -10%
CN(C)c1ccc(C2Nc3ccccc3C(=O)N2CCN2CCNC2=O)cc1 (stereo unspecified) | -18% | -5% | -16%[58.9 µM] | -2% | 6% | x | -26% | 3% | -6%
N#CC1(NC(=O)COC(=O)c2cc(O)c3ccccc3c2O)CCCCC1 | 50µM* | -18% | u | x | -22% | 4.5µM* | -14% | x | 25µM*
COC(=O)CCC(=O)NC1CC(C)(C)Cc2c1cnn2-c1ccc(F)cc1 (stereo unspecified) | u | 7% | 28% | 37% | 4% | x | -17% | -1% | -8%
COc1ccccc1CNS(=O)(=O)c1c(C)nc2sccn2c1=O | -2%&-12% | -2%&-3% | 21%&31% | -2%&-12% | -3% | -1%[59 µM] | -18%&-7% | -2%&1% | -12%&10%
COc1cccc(C(=O)CSc2nnc(-c3ccco3)n2CC2CCCO2)c1 (stereo unspecified) | -4% | -5% | 12% | 1% | 2% | -34%[12.7 µM] | -11% | -3% | -8%
COc1ccc(OC)c(-c2nn(-c3ccccc3)cc2C(=O)NCC(c2ccco2)N2CCCC2)c1 (stereo unspecified) | -36% | -2% | -3% | x | 12% | 33%[12.7 µM] | -10% | x | u
CC1CCN(C(=S)c2cccc([N+](=O)[O-])c2)CC1 | u | -7% | -1% | -1% | 12% | 35µM* | -15% | -2% | -15%
Cc1ccc(C(=O)c2sc(Nc3ccccc3F)c(S(=O)(=O)c3ccccc3)c2N)c(C)c1 | u | -9%[60.1 µM] | 1% | 1% | x | -28%[59 µM] | -15% | -4% | u
COc1cccc2sc(NC(=O)c3ccc(Br)s3)nc12 | -6% | -4% | 5% | 1% | 1% | 16% | -4% | -4% | 10%
Cc1ccc(-c2noc(N=O)c2NO)cc1 | -31% | -3% | 52%[activator] | -17% | 2% | u | -2% | -4% | -20%
COc1ccc2oc(=O)c(C(=O)NCC3CCCO3)cc2c1 (stereo unspecified) | 1% | -5% | 3% | 29% | 5% | -14%[59 µM] | -11% | -4% | -14%
O=C(CNC(=O)c1ccc2c(=O)n3c(nc2c1)CCC3)Nc1ccc(F)c(F)c1 | 4% | -1% | 23% | x | 49%[activator] | -7%[0.501 µM] | -17% | x | -3%
O=C(Nc1nc(-c2ccccc2)cs1)C1CCCCN1S(=O)(=O)c1ccc(Cl)cc1 (stereo unspecified) | -11% | u | 18% | 7% | -11% | u | -3% | -13% | -18%
COCC1CCCCN1C(=O)CCCn1nnnc1CN1CCC(C)CC1 (stereo unspecified) | -2% | -3% | 3% | 1% | 33% | 10% | -11% | -4% | u
CCc1ccccc1Nc1cc(C(=O)NCc2ccccn2)c2ccccc2n1 | -17% | -3% | 58%[activator] | -24% | -8% | 3% | -17% | -8% | -10%
COc1ccc(S(=O)(=O)N2CCC(N3CCN(c4ccccc4OC)CC3)CC2)cc1 | 40µM* | -9% | 49%[activator] | -16% | 2% | 3.2µM* | -21% | 0% | 1.8µM*
O=S(=O)(Nc1ccc(F)cc1)c1cccc2nsnc12 | u | -3% | 90%[activator] | 47% | -5% | 19% | -15% | -1% | -21%
CC(Oc1ccc(Br)cc1Br)C(=O)NC1CCCC1 (stereo unspecified) | -2% | x | x | 0% | 3% | -2% | x | -1% | x
COCC(=O)N1CCC2(CCCN(Cc3ccccc3OC)C2)CC1 | x | 4%[60.1 µM] | x | x | 4% | 6%[12.7 µM] | x | -8% | x
Cc1cc(Cl)ccc1NC(=S)NCc1ccccc1Cl | -9% | -6% | 8% | 22% | 24% | 9%[59 µM] | u | 0% | 7%
Cc1ccc(N(CCC(=O)O)S(=O)(=O)c2ccccc2)cc1 | -5% | -2% | 4% | 39% | 9% | 10%[59 µM] | -10% | 4% | -8%
O=C(CN1CCCCCC1)N1c2ccccc2Sc2ccc(C(F)(F)F)cc21 | -12% | -10% | 1% | 2% | 17% | u | -18% | -4% | -25%
COC(=O)c1cccc(NC(=O)c2ccco2)c1 | -5% | -12% | 5% | 20% | 3% | -2%[59 µM] | 1% | 0% | -13%
O=C(CN1C(=O)C(=O)c2ccccc21)c1ccc(Cl)cc1 | 2% | -8% | 0% | 53% | 22% | 5% | -19% | -8% | 6%
Cc1ccc(-n2nc3c(c2NC(=O)C2CC2)CS(=O)(=O)C3)cc1 | -16% | 8% | 12% | 52% | 31% | 10% | -4% | 0% | 2%
CCOC(=O)C1=C(O)/C(=C\c2ccc(CNC(=O)C(=O)Nc3ccc(C)c(C)c3)o2)N=C1C | -39% | x | x | u | -2% | 45µM* | x | -10% | x
C=CCN=c1scc(-c2ccco2)n1/N=C/c1ccc(O)c(O)c1O | 13µM* | 22µM* | 1.8µM* | -96% | u | 7.9µM* | u | -27% | 50µM*
Cc1ccccc1NC(=O)Cn1c(=O)n(CCC(=O)NCc2ccc3c(c2)OCO3)c(=O)c2sccc21 | u | -17% | 6% | 50µM* | x | -44%[59 µM] | -16% | -16% | -5%

Three entries out of the list, sorted by molar mass, lowest first:
SMILES | BAZ2B block | Pol kappa inh | Pol iota inh | Pol beta inh | APEX1 inh | G9a inh | POLH inh | BLM inh | JMJD2A Tudor
COC(=O)c1cccc(NC(=O)c2ccco2)c1 | -5% | -12% | 5% | 20% | 3% | -2%[59 µM] | 1% | 0% | -13%
CC1CCN(C(=S)c2cccc([N+](=O)[O-])c2)CC1 | u | -7% | -1% | -1% | 12% | 35µM* | -15% | -2% | -15%
COCC(=O)N1CCC2(CCCN(Cc3ccccc3OC)C2)CC1 | x | 4%[60.1 µM] | x | x | 4% | 6%[12.7 µM] | x | -8% | x

Next section:
SMILES | BAZ2B block | Pol kappa inh | Pol iota inh | Pol beta inh | APEX1 inh | G9a inh | POLH inh | BLM inh | JMJD2A Tudor
CCCNC(=O)Cn1nc(-c2ccc(C)cc2)c2cnc3ccc(CC)cc3c21 | -12% | 7% | u | 1% | x | -1%[59 µM] | -8% | -3% | -6%
COc1ccc(C(C)=O)cc1COC(=O)CCC(=O)c1cccs1 | x | -25% | 7% | x | 3% | x | -9% | x | -11%
COc1ccc(-n2c(Cc3cccn3C)nnc2SCC(=O)Nc2nc(C)cs2)cc1 | -22% | 16% | 5% | 26% | -5% | -17% | -7% | 0% | -20%
Cc1cc(NC(=O)c2ccco2)c(=O)n(Cc2cccc(C(F)(F)F)c2)c1 | -10% | -11% | 12% | 1% | 17% | 5% | -14% | -10% | -14%
Cc1ccc(C)c(S(=O)(=O)N2CCCC2CNC(=O)C(=O)NCc2cccs2)c1 (stereo unspecified) | -30% | 2% | 57%[activator] | x | 10% | -1% | -22% | x | -14%

Some of the compounds tested; count on the stated rates, not on these rows.
